# High-throughput results from PubChem.
# D1 potentiator – potentiators of human D1 dopamine receptor; P21728; HEK293 TREx D1 cells, calcium flux, dopamine EC20 potentiation; potentiation, % at 10 µM; 360,000 tested, 0.036% active; in the data active = potentiation above about 30%; note: 0% is about no effect
# Target sequence (P21728 whole entry, looked up): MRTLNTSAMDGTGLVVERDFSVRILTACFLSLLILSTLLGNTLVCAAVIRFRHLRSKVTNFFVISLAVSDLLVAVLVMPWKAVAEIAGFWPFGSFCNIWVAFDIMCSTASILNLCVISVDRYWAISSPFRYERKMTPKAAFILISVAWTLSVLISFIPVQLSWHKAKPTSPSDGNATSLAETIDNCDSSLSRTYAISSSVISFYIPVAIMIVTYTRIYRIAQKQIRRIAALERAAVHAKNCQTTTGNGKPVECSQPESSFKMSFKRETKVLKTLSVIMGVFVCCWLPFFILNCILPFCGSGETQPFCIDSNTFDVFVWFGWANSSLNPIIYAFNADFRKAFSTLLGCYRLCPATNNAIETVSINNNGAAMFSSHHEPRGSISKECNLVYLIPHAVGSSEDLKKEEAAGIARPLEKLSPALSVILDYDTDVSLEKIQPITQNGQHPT
# TRHR PAM – allosteric enhancers of human TRH receptor; 360,000 tested, 0.66% active; TRHR cells, fluo-8 calcium fluorescence, EC20 TRH enhancement; enhancement, % at 2 µM; in the data active = enhancement above about 30%; note: 0% is about no effect
#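 Enhancer read-out: after compound pinning and an initial kinetic agonist-mode read, an EC20 of TRH (10 nM final) was injected and fluo-8 calcium signal (Ex 480/Em 530) followed at 1 s/cycle for 100 cycles in TRHR-expressing cells.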
# D1 agonist – human D1 receptor agonism. AID 504660. P21728. activation, % at 2 µM. 360,000 tested, 1% active. HEK293 T-REx D1 cells, calcium flux, agonist mode; in the data active = activation above about 30%; note: 0% is about no effect
#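 Inducible HEK293 T-REx D1 cells, force-coupled to calcium signalling, were plated at 4000 cells/well with tetracycline and held overnight at 30 C. After no-wash calcium dye loading, compound-evoked calcium rise over 180 s flagged agonists.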
# RXFP1 agonist – RXFP1 (human) receptor agonism; Potency, µM (top dose mostly 57.5 µM), without a hit: at the top dose activation, hits mostly activators; HEK293T-RXFP1 cAMP TR-FRET, 30 min; response scale: percent of porcine relaxin response, buffer zero; 370,000 tested, 0.3% active; Q9HBX9; AID 2676; note: potency is the fitted concentration of half-maximal effect; % is set by controls: 0 for no effect and ±100 for the full control effect; nearly all actives have a fitted effect of over 60% in size; many of its hits are not listed in these tables
#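 Agonist response is measured as cAMP accumulation in an RXFP1-transfected HEK293T line under PDE4 inhibition. Values are scaled between buffer-only and 29 nM porcine relaxin, and EC50s come from standard Hill equation fits.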
# TRHR agonist – activates the human TRH receptor. P34981. TRHR cells, calcium flux fluo-8, FDSS agonist mode. activation, % at 2 µM. 360,000 tested, 0.18% active. AID 493084; in the data active = activation above about 30%; note: 0% is about no effect
#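 Agonist-mode FDSS calcium read (Ex 480/Em 530, 1 s cycles) in 1536-well TRHR cells with fluo-8 dye, after 10-cycle baseline and 23 nL compound addition; TRH at EC20 (10 nM final) added afterwards for the enhancer phase.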
# Anesthetic bind – binds horse apoferritin like a general anesthetic; 350,000 tested, 0.074% active; Potency, µM (top dose mostly 77.5 µM), for inactives: at the top dose activity change, negative = displacement, actives largely listed as inhibitors; apoferritin/1-aminoanthracene competitive binding, fluorescence; P02791; note: potency is the fitted concentration of half-maximal effect; % is set by controls: 0 for no effect and ±100 for the full control effect; nearly all actives have a fitted effect of over 20% in size
#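 Steps: apoferritin (10 uM) was premixed with half-saturated 1-AMA in PBS, compounds were pin-transferred, plates stood 10 min at room temperature, fluorescence was read at 380/535 nm, and curves were fitted with a Hill equation.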
# D1 antagonist – antagonists of human D1 dopamine receptor. P21728. HEK293 TREx D1 cells, calcium flux, dopamine EC80; active compounds read low. activity change, negative = inhibition, % at 10 µM. 360,000 tested, 3.2% active. AID 504652; in the data active = activity change below about -30%; note: % is set by controls: 0 for no effect and ±100 for the full control effect
#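 After overnight tetracycline induction at 30 C, force-coupled D1 HEK293 cells took up a no-wash calcium dye at room temperature. Compounds were added and monitored 180 s, and the response to EC80 dopamine was then recorded.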
# RXFP1 antag – antagonists of human relaxin receptor RXFP1; Q9HBX9; HEK293-RXFP1, relaxin-stimulated cAMP HTRF, 30 min; active compounds read low; activity change, negative = inhibition, % at 57.5 µM; 350,000 tested, 0.59% active; AID 1259400;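 active = activity change of -60% or lower, but not beyond a set lower limit; inconclusive = change between -60% and -40%, or beyond the set limit; inactive = change above -40%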; note: % is set by controls: 0 for no effect and ±100 for the full control effect
# D2 potentiator – positively modulates the human D2 dopamine receptor allosterically. P14416. HEK293 T-REx D2, calcium flux, EC20 dopamine potentiation. potentiation, % at 10 µM. 340,000 tested, 0.34% active. AID 485347;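 active = potentiation over 3 SD above the plate norm, cut at about 30% in these data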; note: 0% is about no effect
# Target sequence (P14416 whole entry, looked up): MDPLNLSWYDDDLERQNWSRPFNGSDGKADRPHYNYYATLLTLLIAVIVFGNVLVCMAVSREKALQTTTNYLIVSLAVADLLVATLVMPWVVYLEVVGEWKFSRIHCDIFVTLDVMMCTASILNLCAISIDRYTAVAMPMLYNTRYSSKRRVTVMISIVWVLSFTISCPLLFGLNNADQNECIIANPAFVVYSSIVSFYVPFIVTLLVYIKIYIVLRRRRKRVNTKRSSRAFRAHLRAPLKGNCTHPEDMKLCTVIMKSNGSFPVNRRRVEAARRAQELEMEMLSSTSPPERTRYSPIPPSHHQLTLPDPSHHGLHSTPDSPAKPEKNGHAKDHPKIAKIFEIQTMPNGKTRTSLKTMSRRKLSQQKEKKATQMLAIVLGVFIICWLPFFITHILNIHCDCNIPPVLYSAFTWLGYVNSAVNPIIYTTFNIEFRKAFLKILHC
#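 Tetracycline-induced HEK293 T-REx cells force-coupled to calcium signalling expressed D2; compounds were pin-added after a 10 s baseline, read kinetically 180 s, then an EC20 dopamine challenge followed with a further 180 s calcium read.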
# * = called active by the depositor; ? = inconclusive; . = no result given; & = joins results of further samples; [ ] = another dose, or the depositor's remark. Unless noted, calls come from the whole dose curve; as a rule, active = well fitted curve in the direction sought with a large enough effect; inconclusive = small, poorly fitted or top-dose-only effect, or another doubt; inactive = no such curve, though single readings can be large; an effect the other way counts as inactive or inconclusive. This is a subset; the hit share may differ from the screen's.
# Value order – D1 potentiator | TRHR PAM | D1 agonist | RXFP1 agonist | TRHR agonist | Anesthetic bind | D1 antagonist | RXFP1 antag | D2 potentiator
> Cc1ccc(C2OC3=C(C(=O)CC(C)(C)C3)C(N)=C2C#N)o1 (configuration not stated)
  -2 | -2 | 0 | 1.7% | 0.2 | -11% | 1 | -20 | 4
> CCOc1ccccc1N1CCN(Cc2cccc(OC)c2O)CC1
  -10 | -1 | -2 | 1.5% | -0.1 | -17% | -32* | -2 | -5
> Nc1nc(Cl)cc(Nc2ccccc2Cl)n1
  -2 | -10 | 2 | 3.7% | -0.5 | -22% | 13 | -9 | -5
> Cc1nn(-c2ccccc2)c(Cl)c1/C=N/NC(=O)c1[nH]ncc1Br
  -2 | 10 | 3 | -1.0% | 0.6 | -4% | -5 | ? | 13
> CCc1ccc(NC(=O)Nc2c(C)n(C)n(-c3ccccc3)c2=O)cc1
  2 | 0 | 2 | -0.4% | 0.2 | -1% | 8 | -17 | 1
> Cc1cc(Oc2ccc(N)cn2)ccc1Cl
  -1 | -2 | 2 | 2.1% | 0.1 | -8% | 8 | 0 | -5
> CCOC(=O)c1c(NC(=O)CSc2nnc3c(n2)[nH]c2ccc(F)cc23)sc(C(C)=O)c1C
  -3 | 3 | 2 | 17% | 0.0 | -9% | 0 | -15 | 16
> Cc1c(/C=C/C(=O)c2ccc(C(C)C)cc2)cnn1C
  2 | 1 | 1 | 3.7% | -0.5 | -23% | -6 | -14 | 10
> COc1ccccc1NC(=O)CSc1nnc2c(n1)[nH]c1ccccc12
  -4 | 5 | 1 | 3.7% | -1.7 | ? | 11 | -8 | 25
> CC(C)Oc1ccc(NC(N)=O)cc1
  -8 | 1 | 3 | 2.7% | 0.5 | ? | -7 | -1 | -2
> CC(C)Oc1ccc(C(=O)Nc2ccc(Cl)c(S(=O)(=O)Nc3ccc(Cl)cc3)c2)cc1
  -2 | -4 | 7 | 0.3% | 0.6 | -3% | 0 | . | 7
> CS(=O)(=O)Cc1nc2ccccc2oc1=O
  -2 | 4 | 4 | 0.6% | 0.3 | -11% | 4 | -5 | -9
> Cc1cnn(C(=S)NCc2ccc(Cl)cc2)c1
  -6 | -3 | 8 | -3.9% | 0.2 | -16% | 9 | 43 | -10
> CCOc1ccc(NC(=O)CCNc2c(N3CCCC3)c(=O)c2=O)cc1
  -3 | 2 | 3 | 3.1% | -0.4 | -10% | -11 | 5 | -4
> NC(=O)c1ccsc1NC(=O)C1CCCCC1
  . | 3 | 2 | 0.7% | -0.1 | ? | 4 | . | 1
> Cc1ccc(NC(=O)Cc2cc(C(=O)O)c3ccccc3n2)c(C)c1
  19 | 15 | 2 | 1.1% | -0.2 | -17% | 20 | -6 | -8
> COc1cccc(NC(=O)CSC2=Nc3ccccc3C3=NC(CC(=O)NCc4cccs4)C(=O)N23)c1 (configuration not stated)
  -1 | -4 | 0 | 4.5% | -0.3 | 3% | 28 | -30 | -8
> C=CCN1C(=O)C(=O)N(CC(=O)c2ccc3c(c2)CCCC3)C1=O
  -2 | -1 | 1 | -0.2% | -0.9 | . | 1 | 3 | -2
> Cc1nn2c(=O)cc(COC(=O)c3ccc(NC(=O)C(C)(C)C)cc3)nc2s1
  -3 | -4 | 2 | 4.5% | 0.2 | -2% | 15 | 6 | 24
> COC(=O)c1ccccc1NC(=O)CSCC(=O)Nc1ccccc1
  -5 | 1 | 1 | 3.2% | -0.6 | -11% | 4 | -1 | -3
> Cc1ccccc1NC(=O)C(C)c1ccc(-c2ccccc2)c(F)c1 (configuration not stated)
  1 | -3 | 3 | 2.2% | 0.3 | 6% | -9 | -11 | 7
> COC(=O)C1=C(C)NC(C)=C(C(=O)OC)C1C(=O)OCCN1C(=O)c2ccccc2C1=O
  -3 | -2 | -1 | -0.5% | -0.3 | -12% | -8 | -9&5 | -3
> Fc1ccc(NC(=S)NNc2ncc(C(F)(F)F)cc2Cl)c(F)c1
  -6 | -10 | 22 | 0.8% | 3.7 | -13% | . | -25 | -2
> CCOC(=O)C1=C(N)N2C(=O)C(C)SC2=C(C(=O)OCC)C1c1ccccc1 (configuration not stated)
  6 | 2 | 5 | 0.8% | -0.2 | -6% | 0 | -15 | 7
> Fc1ccc(NC(=S)N2CCCC2)cc1Cl
  -2 | -2 | 3 | -0.3% | 0.0 | -7% | -1 | 0 | 6
> COc1ccc2oc(-c3ccccc3)c(C(=O)N(C)C)c2c1
  -2 | 0 | 2 | 0.1% | 0.3 | -3% | -70* | -6 | -6
> Oc1cccc(C2c3[nH]c4ccccc4c3CCN2Cc2ccoc2)c1 (configuration not stated)
  -3 | 5 | 0 | 2.2% | 0.3 | -8% | -4 | 2 | 4
> C=CCC(C)(NCc1ccccc1)c1ccccc1 (configuration not stated)
  -3 | -1 | 4 | 1.8% | 0.8 | -12% | -6 | -1 | .
> O=C1OCC/C1=C\c1ccc(O)cc1
  -4 | 11 | 3 | -3.1% | 0.5 | 1% | 5 | 2 | -4
> Cc1ccc(CNC(=O)c2nc(SCc3ccccc3F)ncc2Cl)cc1
  3 | -1 | 25 | -1.4% | 4.8 | 48%[activator] | -8 | -6 | 10
> COc1ccc(Cc2nn3c(-c4ccccc4OC)nnc3s2)cc1
  -3 | 1 | 4 | 3.4% | -2.0 | -3% | -12 | -5 | 3
> C/C(=N\O)c1oc2ccc3c(C)cc(=O)oc3c2c1C
  2 | -3 | 0 | -4.1% | -0.3 | 6% | 0 | -8 | 1
> CCOC(=O)C1=C(O)/C(=C/c2ccc(OCC(=O)O)c(OCC)c2)SC1=Nc1ccc(C)cc1
  0 | 2 | 1 | 1.7% | 0.2 | ? | -9 | -9 | 14
> CCOC(=O)C1CCCCN1Cc1cn[nH]c1-c1ccc(F)cc1F (configuration not stated)
  1 | -2 | 1 | -1.8% | 0.2 | -9% | 1 | 9 | -3
> COc1ccc(CCNC(=O)c2cc3c(=O)n4cccc(C)c4nc3n(CCCN3CCOCC3)c2=N)cc1
  -4 | -2 | 0 | 0.9% | 0.2 | 1% | 0 | 0 | 2
> CCOc1ccc(S(=O)(=O)NCc2ccc(C)cc2)c2cccnc12
  -3 | 4 | 2 | -0.5% | -0.9 | -1% | 7 | -9 | 7
> COc1ccc(CN(C)C(=O)Cn2ccc(N)nc2=O)cc1OC
  1 | 5 | 0 | 0.8% | 0.3 | . | . | . | 15
> O=[N+]([O-])c1ccc(-c2nc(NCc3ccccc3)c3ccccc3n2)cc1
  -6 | -4 | 2 | -1.0% | -0.1 | 0% | -7 | -38 | -5
> CC1CCN(C(=O)COC(=O)c2cc(Cl)c3c(c2)OCO3)CC1
  -2 | 7 | 2 | 0.5% | 0.4 | . | 0 | -5 | 3
> CC(C)Oc1ccc(Oc2ccc(C(F)(F)F)cn2)cc1
  2 | 8 | 4 | 0.6% | 1.1 | -6% | 5 | -5 | -2
> O=C(OCC(=O)c1c[nH]c2ccccc12)c1cccc(S(=O)(=O)N2CCCCCC2)c1
  -4 | -3 | 2 | 1.3% | 1.2 | 1% | -7 | -9 | 2
> CC(C)(C)c1ccc(C2=CSC3=NCCN23)cc1
  -6 | 7 | 9 | 1.6% | 0.4 | -16% | -7 | 9 | 5
> CCNc1nc(Oc2ccc(C(=O)OCC)cc2)nc(N2CCOCC2)n1
  7 | -8 | 0 | -2.1% | -0.6 | 4% | 12 | . | 7
> CC(C)(C)OC(=O)N1CCC(c2c(C(=O)N3CCOCC3)cnn2-c2ccccc2Cl)CC1
  1 | 6 | 1 | 0.4% | 0.7 | -4% | 6 | -10 | -1
> Cc1ccc2cc(CCNS(=O)(=O)c3ccc(F)cc3)c(=O)[nH]c2c1
  -4 | -1 | 2 | -0.6% | 0.2 | 1% | -3 | . | 3
> O=C(Nc1ccccc1F)NC1CCCc2ccccc21 (configuration not stated)
  -7 | 0 | 8 | 0.0% | -0.1 | -20% | -5 | -13 | 6
> Cn1nc(-c2ccccc2)c(CO)c1Oc1cccc(C(F)(F)F)c1
  -3 | -5 | 14 | 3.7% | 1.9 | -8% | -5 | -21 | 8
> COc1ccc(/C=C/C(=O)NCCNC(=O)c2ccccc2)cc1OC
  4 | -4 | 3 | 0.7% | 0.9 | -7% | 1 | -7 | 3
> CN1CCN(C(=O)CCN2C(=O)/C(=C/c3cccc(Br)c3)SC2=S)CC1
  -9 | -4 | 2 | -2.0% | 0.6 | -7% | 5 | -24 | 3
> COc1cc2ccccc2cc1C(=O)Nc1ccc(NC(=O)c2cccs2)cc1
  . | 2 | 3 | -1.5% | -0.4 | 4% | -11 | -7 | 3
> CCOc1ccccc1/C=N/n1c(COc2ccccc2)n[nH]c1=S
  -6 | 3 | 14 | 4.2% | -0.5 | ? | -24 | 15 | -10
> CCn1c(=S)[nH]c2cc(Cl)ccc21
  -1 | 4 | 2 | -1.8% | -0.2 | -7% | 12 | -16 | -2
> CC(NC(=O)C12CC3CC(CC(O)(C3)C1)C2)c1ccccc1 (configuration not stated)
  1 | -1 | 2 | -0.2% | 0.4 | 2% | 5 | -12 | -13
> COC(=O)c1cccc(NC(=O)c2cccc(N3C(=O)CCC3=O)c2)c1
  5 | 11 | -1 | 0.9% | 0.6 | . | 7 | 2 | 14
> CCOC(=O)C1=C(C)NC(C)=C(C(=O)OCC)C1C(=O)OCC(=O)NCCc1ccc(S(N)(=O)=O)cc1
  -9 | -4 | 2 | 0.4% | 0.4 | . | -4 | -15 | -1
